NPSR antag: blocks cAMP signaling of the human neuropeptide S receptor; actives 1% (n = 220,000); Potency, µM (titrated, usually from 38.3 µM), inactives show top-dose activity change, negative = inhibition, usual class: inhibitors; CHO-NPSR cells, cAMP TR-FRET, antagonist mode; AID 1461; also: % is scaled to controls: 0 for no effect and ±100 for the full control effect; nearly all actives have a fitted effect of over 50% in size; many of its hits are not listed in these tables
KinaseGlo FLuc: blocks Kinase-Glo luciferase, a counter-screen artifact | Q27757 | Potency, µM (titrated, usually from 38.3 µM), for the others: at the top dose activity change, negative = inhibition, actives largely listed as inhibitors | Kinase-Glo luciferase, ATP luminescence, 8 min | AID 1379 | actives 0.28% (n = 200,000); also: % is scaled to controls: 0 for no effect and ±100 for the full control effect; nearly all actives have a fitted effect of over 60% in size
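Luminescence was the read-out, taken after 8-minute incubation at ambient temperature. Luciferase turned over luciferin with 10 uM ATP in imidazole pH 7.2 buffer containing KCl, MgCl2, Tween 20 and BSA.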
SMN2 splice up: SMN2 splice variant enhancement | HEK293 SMN2-luciferase splicing reporter, luminescence, 30-36 h | Potency, µM (titrated, usually from 46.1 µM), for inactives: at the top dose activity change, positive = activation, hits mostly activators | actives 2.8% (n = 210,000); also: % of control where 0% means no effect; nearly all actives have a fitted effect of over 55% in size
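HEK293 cells carry an SMN2 […]–luciferase reporter in which exon 7 inclusion puts luciferase in frame. Cells were plated 10-12 h before compound addition, then incubated 30-36 h at 37C. ONE-Glo luminescence was read; sodium butyrate at 4.5 mM final served as control.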
IMPase Li inh: IMPase inhibition in cells with lithium potentiation; CHO-M1 cells, IP1 TR-FRET (IP-One), carbachol + lithium; AID 1457; Potency, µM (titrated, usually from 59.4 µM), for inactives: top-dose activity, negative = IMPase inhibition, actives largely listed as inhibitors; actives 0.35% (n = 210,000);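 also: IP1 builds up when IMPase is blocked and the TR-FRET signal falls; plate controls were basal vehicle for no effect and high inhibitor control for full effect; nearly all actives have a fitted effect of over 50% in size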
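Concentration–response in CHO-M1 cells, lithium-potentiated; 30 min at 37C. IP1 detected by competitive TR-FRET after 10 min lysis at RT. Hill-fitted AC50.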
Epigenetic reg: epigenetic control regulation, reporter derepression | Potency, µM (highest dose often 53.9 µM), without a hit: top-dose GFP activation, hits mostly activators | actives 0.2% (n = 280,000) | murine LDR cells, GFP reporter derepression, 30 h; also: % of control where 0% means no effect; nearly all actives have a fitted effect of over 60% in size
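Murine LDR cells bearing a silenced CMV-driven GFP reporter were exposed to compound for 30 h at 37 C. After PBS washes, GFP-positive cells (20-120 um objects) counted by laser-scanning microplate cytometry.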
JMJD2E inh: inhibitors of human JMJD2E histone demethylase | B2RXH2 | JMJD2E catalytic domain, FDH-coupled NADH fluorescence (FDH is formaldehyde dehydrogenase) | Potency, µM (doses to about 57.1 µM), without a hit: at the top dose activity change, negative = inhibition, usual class: inhibitors | actives 1.6% (n = 230,000); active = well fitted inhibition curve with a large enough effect, not every such curve was filed as active; inconclusive = small, poorly fitted or top-dose-only effect, or another doubt; inactive = no such curve, though single readings can be large or run the other way;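 also: 0% = wells with enzyme and -100% = buffer wells without enzyme; nearly all actives have a fitted effect of over 50% in size; many of its hits are not listed in these tables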
Target sequence (B2RXH2 1-337 limits assumed): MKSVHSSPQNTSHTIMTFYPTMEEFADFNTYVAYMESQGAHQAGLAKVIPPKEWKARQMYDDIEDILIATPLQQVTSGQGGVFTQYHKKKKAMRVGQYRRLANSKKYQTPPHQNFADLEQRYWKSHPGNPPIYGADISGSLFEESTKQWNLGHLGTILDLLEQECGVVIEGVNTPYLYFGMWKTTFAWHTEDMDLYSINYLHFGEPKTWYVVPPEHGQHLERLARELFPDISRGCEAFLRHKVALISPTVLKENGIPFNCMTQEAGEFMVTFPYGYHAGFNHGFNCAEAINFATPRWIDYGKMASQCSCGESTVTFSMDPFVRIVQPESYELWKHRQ
RGS12 GoLoco inh: inhibitors of human Gai1-RGS12 GoLoco interaction (red fluorophore); Potency, µM (top dose mostly 61.6 µM), without a hit: top-dose activity, negative = inhibition, most hits filed as inhibitors; Gai1:RGS12 GoLoco peptide FP, rhodamine, 10 min; actives 0.44% (n = 230,000); P63096; active = well fitted inhibition curve with a large enough effect, not every such curve was filed as active; inactive = no such curve, though single readings can be large or run the other way; also: % is scaled to controls: 0 for no effect and ±100 for the full control effect; nearly all actives have a fitted effect of over 30% in size; many of its hits are not listed in these tables
RECQ1 inh: blocks DNA unwinding by human RECQ1; Potency, µM (series often up to 57.3 µM), inactives show at the highest dose activity, negative = inhibition, hits mostly inhibitors; P46063; AID 2549; actives 0.54% (n = 240,000); RECQ1 DNA unwinding, red fluorescence kinetic read;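 also: plate controls were vehicle for no effect and no enzyme for full effect; nearly all actives have a fitted effect of over 30% in size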
Target sequence (P46063 whole entry, looked up): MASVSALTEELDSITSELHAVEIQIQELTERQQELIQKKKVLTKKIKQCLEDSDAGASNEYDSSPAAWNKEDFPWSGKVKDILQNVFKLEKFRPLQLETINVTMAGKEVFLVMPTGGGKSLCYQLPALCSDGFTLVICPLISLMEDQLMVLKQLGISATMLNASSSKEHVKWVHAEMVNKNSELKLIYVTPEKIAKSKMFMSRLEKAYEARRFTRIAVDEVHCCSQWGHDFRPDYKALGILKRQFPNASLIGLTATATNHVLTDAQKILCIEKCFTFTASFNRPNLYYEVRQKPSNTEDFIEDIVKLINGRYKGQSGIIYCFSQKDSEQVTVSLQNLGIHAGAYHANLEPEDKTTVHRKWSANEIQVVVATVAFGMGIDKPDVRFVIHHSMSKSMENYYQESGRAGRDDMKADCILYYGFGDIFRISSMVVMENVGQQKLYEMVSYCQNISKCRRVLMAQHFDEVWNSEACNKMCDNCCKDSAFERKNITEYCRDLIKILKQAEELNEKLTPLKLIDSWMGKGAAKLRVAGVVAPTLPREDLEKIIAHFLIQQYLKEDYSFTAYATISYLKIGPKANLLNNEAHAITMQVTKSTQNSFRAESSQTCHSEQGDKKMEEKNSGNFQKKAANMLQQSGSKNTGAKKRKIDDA
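50 nM RECQ1T1 preincubated 15 min with compound in Tris pH 8.0 buffer with MgCl2, DTT, Tween-20 and 2.5 ug/ml poly(dI-dC); started with 200 nM TAMRA/BHQ-2 forked duplex and 2 mM ATP. Unwinding read as fluorescence (525/598 nm), two reads 2 h apart.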
The depositor's hits bear a star; i = inactive; u = inconclusive; x = no result given; & = joins results of further samples; [ ] = remark or other dose. Unless noted, calls follow the shape of the dose curve; as a rule, active = well fitted curve in the direction sought with a large enough effect; inconclusive = small, poorly fitted or top-dose-only effect, or another doubt; inactive = no such curve, though single readings can be large; an effect the other way counts as inactive or inconclusive. Potency is read from the fitted curve at half-maximal effect. This is a subset. The share of hits here may be higher or lower than overall.

SMILES	NPSR antag	KinaseGlo FLuc	SMN2 splice up	IMPase Li inh	Epigenetic reg	JMJD2E inh	RGS12 GoLoco inh	RECQ1 inh
Cc1cc(C)n(-c2nc3ccccc3nc2N2CCN(S(=O)(=O)c3ccc(F)c(C)c3)CC2)n1	-16%[46.1 µM]	5%	-13%	53%[activator][38.3 µM]	2.4%	-3%	-5%	i
N#CC(C#N)=C1C=C2C=C(N3CCCCCC3)CCC2CC1 (stereo unspecified)	-29%	-1%	-44%[inhibitor]	23%	u	-16%	-115%	28µM*
Cc1cc(C(=S)N2CCOCC2)c(C)n1-c1ccc(Cl)cc1	-27%	0%	-25%	16%	1.0%	-7%	-6%	i
C=CCc1c(C)nc(SC)nc1Nc1ccccc1	-12%[46.1 µM]	-4%	-16%	13%	-1.1%	2%	1%	7%
CCN1CCN(CCOc2cccc(Cl)c2Cl)CC1	3%	0%	x	15%	0.0%	6%	-30%	6%
O=C(NCc1ccc(Cl)cc1)c1ccc2nc[nH]c2c1	5%	0%	1%	1%	-0.3%	4%	1%	-5%
O=C1Nc2ccc(S(=O)(=O)N3CCCCCC3)c3cccc1c23	-1%[46.1 µM]	-2%	-12%	7%[38.3 µM]	0.7%	u	9%	-4%
COc1ccccc1NC(=O)/C(=C/c1cccc([N+](=O)[O-])c1)c1ccccc1	-49%	0%	2%[1.84 µM]	21%	-0.9%	12%	8%	-18%
COc1ccc(CNc2nc3c(c(=O)n(Cc4ccc(Br)cc4)c(=O)n3C)n2C)cc1	-15%[46.1 µM]	-5%	-2%	44%[activator][38.3 µM]	1.0%	-1%	2%	-18%
Cc1ccccc1N1C(=O)CC(N2CCC(C(N)=O)CC2)C1=O (stereo unspecified)	-6%[46.1 µM]	6%	29%	22%[38.3 µM]	-1.0%	2%	-22%	9%
COc1ccc(CCNC(=O)c2csc3c2CCCC3)cc1OC	15%	2%	-35%[inhibitor]	12%	1.0%	-12%	0%	i
CCN1CCN(c2nc3c(c(=O)[nH]c(=O)n3C)n2CCCSc2ncccn2)CC1	-7%[46.1 µM]	-4%	-8%	3%[38.3 µM]	-1.4%	4%	3%	-7%
O=C(CCCO)c1ccc2c(c1)OCCO2	-4%[46.1 µM]	1%	5%	-5%[38.3 µM]	-0.7%	-5%	11%	i
Cc1nn(C)cc1C=NCCOCc1ccccc1	-1%[46.1 µM]	-2%	-7%	-10%[38.3 µM]	-1.1%	0%	9%	-6%
O=C(O)c1cccc(NCc2cccnc2)c1	-18%[46.1 µM]	-2%	15%	7%[38.3 µM]	3.8%	-29%	9%	-7%
COc1ccc(S(=O)(=O)NCCc2nnc3ccc(SCc4cccnc4)nn23)cc1	1%	0%	-10%	3%	-4.8%	10%	6%	-7%
CSc1nc2cc(Oc3cccc(Cl)c3Cl)c(Cl)cc2[nH]1	13µM*	x	x	x	0.0%	-8%	-2%	-12%
O=C(CCc1nnc(CCCCc2ccccc2)o1)N1CCC(N2CCCC2)CC1	-11%	0%	x	15%	4.3%	-18%	20%	i
COC(=O)/C=C1\SC(=Nc2ccc(OC)cc2)NC1=O	-21%	2%	5%	0%	-3.8%	5%	8%	-7%
O=[N+]([O-])c1ccc(Sc2ccc(Cl)c(Cl)c2)nc1	-5%[46.1 µM]	0%	-8%	2%[38.3 µM]	-0.7%	3%	-3%	u

Look-ups from the list:
`COc1ccc(CNc2nc3c(c(=O)n(Cc4ccc(Br)cc4)c(=O)n3C)n2C)cc1` in RGS12 GoLoco inh: 2%
`O=C(CCc1nnc(CCCCc2ccccc2)o1)N1CCC(N2CCCC2)CC1` in IMPase Li inh: 15%

Continuation.
SMILES	NPSR antag	KinaseGlo FLuc	SMN2 splice up	IMPase Li inh	Epigenetic reg	JMJD2E inh	RGS12 GoLoco inh	RECQ1 inh
COc1ccc(-c2cc(C3CCN(Cc4ccc([N+](=O)[O-])cc4)CC3)[nH]n2)cc1	-20%	0%	x	29%	6.7%	-10%	6%	-2%
CC(C)OCCCNc1ncnc2c1[nH]c1ccccc12	-8%[46.1 µM]	-3%	-112%[inhibitor]	32%[activator][38.3 µM]	0.0%	u	9%	-4%
O=C(c1cccc(Oc2ccc([N+](=O)[O-])cc2Cl)c1)N1CCCCC1	-34%	-1%	-16%	5%	-0.4%	-9%	8%	5%
Cc1ccc(-c2cc(-c3ccc(F)cc3)c(C#N)c(N)n2)o1	-26%	6%	-32%	-14%	0.0%	-6%	63%[activator]	10%
CC(Oc1ccc(/C=N/NC(=O)Cc2cccc3ccccc23)cc1)C(=O)O (stereo unspecified)	-9%	x	x	x	-1.7%	-30%	5%	-2%
COc1ccc(CC(=O)Nc2ccc3c(C)cc(=O)oc3c2)cc1OC	2%	0%	-2%	-16%	6.4%	u	5%	-1%
CCn1c2ccccc2c2cc(CN3CCN(S(=O)(=O)Cc4ccccc4)CC3)ccc21	-46%	1%	-52%[inhibitor]	u	-1.9%	4%	-1%	0%
COc1ccccc1NS(=O)(=O)c1cccc(C(=O)N/N=C/c2ccc3c(c2)OCCO3)c1	-14%	0%	23%	2%	0.0%	u	6%	-15%
COC(=O)c1cc(NS(=O)(=O)c2ccc(N3CCOCC3)c(N)c2)cc(C(=O)OC)c1	-4%	-1%	u	-10%	-1.1%	-2%	-3%	0%
N=C1SC(CC(=O)Nc2ccc([N+](=O)[O-])cc2)C(=O)N1c1ccccc1 (stereo unspecified)	41%	x	x	x	2.1%	6%	2%	i
Cc1ccc(C(=O)N/C(=C/c2cccnc2)C(=O)NCc2ccco2)cc1	15%	3%	-8%	-7%	-1.0%	-2%	3%	0%
Oc1ccccc1-c1nc2c3ccccc3c3ccccc3c2[nH]1	43%	x	x	x	-1.3%	u	11%	u
COc1ccc(CNC(=O)COC(=O)c2ccc3c(c2)OCCO3)cc1	-9%[46.1 µM]	-3%	7%	-12%[38.3 µM]	0.2%	0%	2%	-15%
O=C(O)CCCCCN1C(=O)C(O)=C(C(=O)/C=C/c2ccccc2)C1c1ccc2c(c1)OCO2 (stereo unspecified)	15%	0%	x	-20%	2.1%	u	3%	15%
CCCn1c2c(c(O)c(C(=O)NCCCN(CC)CC)c1=O)CCCC2	2%[46.1 µM]	3%	7%	9%	-0.8%	u	2%	20%
O=C(Nc1ccccn1)C(NS(=O)(=O)c1cccc2nsnc12)c1ccccc1 (stereo unspecified)	-17%[46.1 µM]	-1%	-16%	4%[38.3 µM]	0.9%	-1%	-4%	-3%
O=C(COc1ccc(Cl)cc1)Nc1ccc(N2CCN(C(=O)c3ccco3)CC2)cc1	-7%[46.1 µM]	1%	-55%[inhibitor]	20%[38.3 µM]	0.0%	-1%	6%	-12%
CN(C)S(=O)(=O)c1cc(NC(=O)CN2C(=O)NC3(CCCc4ccccc43)C2=O)ccc1Cl (stereo unspecified)	-9%	3%	19%	6%	-0.9%	7%	7%	i
O=C(OCc1cccc([N+](=O)[O-])c1)c1ccncc1	12%	0%	9%	1%	-3.2%	0%	17%	i
C=C1/C(=C\C=C2/CCC[C@]3(C)C([C@H](C)CCCC(C)(C)O)CC[C@@H]23)C[C@@H](O)C[C@@H]1O (stereo partly specified)	x	x	-8%&-65%	-9%&-28%	1.1%&2.1%	x	-2%&-2%	3%
CC(C)NC(=O)C1CCN(C2CCN(Cc3nc4ccccc4s3)CC2)CC1	-12%	-2%	x	4%	0.0%	3%	9%	-3%
CCCOc1ccccc1-c1nc(SCCC(=O)O)n[nH]1	-10%[46.1 µM]	2%	7.1µM*	21%[38.3 µM]	-2.1%	-1%	-3%	-2%
COC(CNc1ncnc2c1cnn2C)OC	10%	0%	23%	-9%	12%	8%	-10%	-9%
Nc1nc(SCC(=O)N2CCN(S(=O)(=O)c3ccc(Cl)cc3)CC2)n[nH]1	15%	2%	-4%	-1%	-2.6%	16%	8%	0%
FC(F)(F)c1cc(NC(=S)Nc2ccc3cc4ccccc4cc3c2)cc(C(F)(F)F)c1	x	3%	-3%	13%	0.8%	u	0%	i
CCC(=O)Nc1cccc(NC(=O)c2cc3ccccc3o2)c1	-6%[46.1 µM]	-14%	u	-8%[38.3 µM]	-0.7%	-2%	2%	4%
O=C(c1ccc(COc2ccccc2[N+](=O)[O-])o1)N1CCCCC1	-4%[46.1 µM]	3%	-2%	-14%[38.3 µM]	-1.0%	8%	0%	-13%
Cc1cc2oc(=O)cc(-c3ccccc3)c2c(C)c1-c1ccc(OC(F)(F)F)cc1	x	3%[39.9 µM]	x	14%	-0.9%	x	-7%	3%[81.1 µM]

Entries listed so far that have an aryl thioether with sulfur outside any ring (seven):
SMILES	NPSR antag	KinaseGlo FLuc	SMN2 splice up	IMPase Li inh	Epigenetic reg	JMJD2E inh	RGS12 GoLoco inh	RECQ1 inh
C=CCc1c(C)nc(SC)nc1Nc1ccccc1	-12%[46.1 µM]	-4%	-16%	13%	-1.1%	2%	1%	7%
CCN1CCN(c2nc3c(c(=O)[nH]c(=O)n3C)n2CCCSc2ncccn2)CC1	-7%[46.1 µM]	-4%	-8%	3%[38.3 µM]	-1.4%	4%	3%	-7%
COc1ccc(S(=O)(=O)NCCc2nnc3ccc(SCc4cccnc4)nn23)cc1	1%	0%	-10%	3%	-4.8%	10%	6%	-7%
CSc1nc2cc(Oc3cccc(Cl)c3Cl)c(Cl)cc2[nH]1	13µM*	x	x	x	0.0%	-8%	-2%	-12%
O=[N+]([O-])c1ccc(Sc2ccc(Cl)c(Cl)c2)nc1	-5%[46.1 µM]	0%	-8%	2%[38.3 µM]	-0.7%	3%	-3%	u
CCCOc1ccccc1-c1nc(SCCC(=O)O)n[nH]1	-10%[46.1 µM]	2%	7.1µM*	21%[38.3 µM]	-2.1%	-1%	-3%	-2%
Nc1nc(SCC(=O)N2CCN(S(=O)(=O)c3ccc(Cl)cc3)CC2)n[nH]1	15%	2%	-4%	-1%	-2.6%	16%	8%	0%

Assay outcomes (PubChem)
